# RAD52 anneal inh = inhibitors of human RAD52 DNA annealing | P43351 | recombinant RAD52 DNA annealing, FRET fluorescence | inhibition, % at 18.7 µM | hit rate 0.46% among 360,000;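 active = every replicate showing at least 50% inhibition; inconclusive = mean inhibition at least 50% but not in every replicate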
# GSIS activator = GLuc luminescence reporter in INS-1E cells, primary screen for activators of glucose-dependent secretion of insulin | INS-1E GLuc reporter insulin secretion, 2-3 h | activation, % at 16.6 µM | hit rate 0.61% among 370,000 | AID 743287;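 active = lowest replicate activation of at least 40%, so every replicate reaches that level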;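 also: 0% = median of neutral control wells and 100% = median of IBMX positive control wells; some compounds called inactive have numbers as strong as hits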
# ERAP1 inh = inhibitors of human ERAP1 aminopeptidase. hit rate 0.15% among 340,000. recombinant ERAP1, Leu-AMC fluorescence, 60 min. AID 652197. inhibition, % at 10.7 µM;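 active = mean replicate inhibition of at least 30%, or all replicates individually reaching that 30% level; inactive = mean below 30% and not every replicate reaching it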;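 also: 0% = neutral control wells and 100% = L-leucinethiol positive control wells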
# Target sequence (Q9NZ08 whole entry, looked up): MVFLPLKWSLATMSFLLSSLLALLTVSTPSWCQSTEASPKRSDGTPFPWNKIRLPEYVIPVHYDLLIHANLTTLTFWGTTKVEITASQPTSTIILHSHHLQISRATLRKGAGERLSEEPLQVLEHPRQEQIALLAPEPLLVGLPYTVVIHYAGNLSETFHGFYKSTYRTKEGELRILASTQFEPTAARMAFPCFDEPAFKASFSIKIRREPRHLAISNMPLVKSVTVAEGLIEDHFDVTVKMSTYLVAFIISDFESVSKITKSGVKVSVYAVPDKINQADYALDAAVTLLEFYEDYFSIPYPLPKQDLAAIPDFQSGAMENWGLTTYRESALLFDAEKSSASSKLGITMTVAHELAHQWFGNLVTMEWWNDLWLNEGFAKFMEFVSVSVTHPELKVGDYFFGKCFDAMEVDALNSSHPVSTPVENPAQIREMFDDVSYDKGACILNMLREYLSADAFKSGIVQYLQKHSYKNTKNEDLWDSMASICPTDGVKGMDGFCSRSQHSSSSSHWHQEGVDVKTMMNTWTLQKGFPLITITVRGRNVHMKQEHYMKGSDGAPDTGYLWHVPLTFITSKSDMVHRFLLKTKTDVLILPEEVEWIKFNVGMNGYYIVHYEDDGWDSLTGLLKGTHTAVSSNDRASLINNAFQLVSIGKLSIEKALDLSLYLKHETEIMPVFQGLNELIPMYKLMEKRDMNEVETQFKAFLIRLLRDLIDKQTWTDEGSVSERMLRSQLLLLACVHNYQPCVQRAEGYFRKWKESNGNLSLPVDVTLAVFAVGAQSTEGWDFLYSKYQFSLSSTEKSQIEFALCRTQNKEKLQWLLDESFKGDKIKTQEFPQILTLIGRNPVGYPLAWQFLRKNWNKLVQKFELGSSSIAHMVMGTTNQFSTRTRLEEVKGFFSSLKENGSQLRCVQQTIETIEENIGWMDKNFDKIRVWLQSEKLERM
# F508del corr = correctors of CFTR F508del function in bronchial epithelial cells | CFBE cells, YFP halide quenching; stimulated with forskolin plus potentiator P3; % fluorescence drop versus neutral controls | activity (quench increase), % at 7.58 µM | hit rate 0.36% among 350,000;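 active = mean added fluorescence quench of at least 8% versus neutral control, with both replicates also reaching 8%; inconclusive = only one of the mean or replicate conditions met; inactive = mean below 8% and not both replicates reaching 8%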;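 also: cells transiently co-express mutant CFTR-F508del with the halide-sensitive YFP; corrector assay measuring rescue of mutant channel to the surface after 24 h compound exposure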
# RAD54 inh = blocks human RAD54 Holliday junction branch migration | Q92698 | FAM/BHQ fluorescence | inhibition, % at 10.4 µM | hit rate 0.14% among 360,000 | AID 602329;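 active = mean normalized replicate activity at least 40 and at least half of replicates scoring 40 or more; inconclusive = only one of the two criteria met; inactive = mean below 40 and under half of replicates reaching 40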;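 also: 0% = median of neutral control wells and 100% = median of positive control wells; inhibitors cause a drop in the FAM fluorescence signal; in these data hits start at about 50%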
# ARNT TACC3 PPI = disruptors of human ARNT/TACC3 interaction; Q9Y6A5; AlphaScreen His-ARNT PAS-B/GST-TACC3 binding, luminescence; TACC3 fragment carries E629A point mutation; inhibition, % at 9.99 µM; hit rate 0.66% among 390,000; AID 623870;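 active = mean inhibition of replicates at least 50% and at least half of replicates each reaching 50%; inconclusive = half or more replicates reach 50% but mean below 50%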;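 also: 0% = complete ARNT plus TACC3 wells and 100% = ARNT alone without TACC3; many hits fall short of the cut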
# esBAF inh = SWI/SNF esBAF complex inhibition; mouse ES cells, Bmi1-luciferase knock-in reporter, 24 h; 100% = twice the neutral-well signal; hit rate 2% among 350,000; AID 602393; reporter increase, % at 12.5 µM; in the data active = activation above about 40%; inconclusive = no clear call, values can overlap the other calls;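 also: 0% = median of the plate's neutral control wells and 100% = double that signal; a rise in the Bmi1 reporter signal indicates esBAF inhibition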
# XiGFP reactiv = reactivates the inactive X chromosome in mouse fibroblasts; hit rate 0.055% among 360,000; activation, % at 7.58 µM; XiGFP mouse fibroblasts, % GFP-positive cells imaging, 3 d; cells co-treated with 5-aza-dC sensitizer; scaled so ellipticine positive control = 100%;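 active = mean normalized replicate activation at least 10% and every replicate at or above 10%; inconclusive = only one of the two criteria met; inactive = mean below 10% and not all replicates reach 10%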;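 also: 0% = median of on-plate neutral control wells and 100% = ellipticine 6 µM median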
#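 Material: XiGFP fibroblasts, SV40-immortalized. Buffer or medium: DMEM plus 5-aza-dC sensitizer. Compound: single concentration per compound, delivered by pin transfer. Times: 3 days compound exposure. Controls: ellipticine 6 µM.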
# An asterisk follows results filed as active; ? = inconclusive; / = not tested or not shown; & = joins results of further samples.
SMILES,RAD52 anneal inh,GSIS activator,ERAP1 inh,F508del corr,RAD54 inh,ARNT TACC3 PPI,esBAF inh,XiGFP reactiv
Cn1c(SCC(=O)N/N=C/c2ccncc2)nc2ccccc21,-9,0,0,2.0,/,-3,/,0.4
N#Cc1ccc(COC(=O)c2cccnc2Cl)cc1,0,4,-2,-0.2,-2,/,-9,0.1
COc1cccc2c(O)c(-c3ccccc3)c(=O)[nH]c12,-8,/,/,-2.1,-1,/,-4,0.3
Cc1cccc(N2C(S)=C(C#N)C(=O)NC2c2cccs2)c1 (centres undefined),/,-28,/,/,-6,1,/,-0.1
OC[C@H]1[C@@H](c2ccc(-c3ccccc3F)cc2)[C@H]2CN(Cc3cccnc3)CCCCN21,-2,0,0,-1.7,-6,11,/,0.0
CCOC(=O)C1=C(C)Nc2ccccc2N=C1NC(=O)c1cc(C)on1,-21,4,1,5.0,-1,/,7,0.1
CCOc1cc(OCC)cc(C(=O)N2CCC[C@@H]2C(=O)N2CCC[C@H]2C(=O)NCc2ccncc2)c1,-17,17,/,0.8,/,/,/,0.4
Cn1c(NCc2ccccc2F)nc2cc(-c3ccccc3)sc2c1=O,-3,-37,5,-3.0,12,/,3,0.0
COc1ccccc1/C=C/CN1CCN(Cc2ccc(F)cc2)C(CCO)C1 (centres undefined),-9,/,1,-0.6,-3,3,-1,0.2
ON=C1CCC2CCCCC2C1 (centres undefined),-5,/,-1,-3.2,6,/,-7,0.2
C[C@@H]1CN([C@@H](C)CO)C(=O)c2cc(NC(=O)Nc3cccc4ccccc34)ccc2O[C@@H](C)CCCCO[C@H]1CN(C)CC1CCCCC1,-22,-29,-3,0.1,-1,16,0,-1.1
Cc1ccc(CSC2=NCCN2C(=O)c2ccc(S(=O)(=O)N(C)C)cc2)cc1,-5,-3,14,/,/,/,/,0.4
C[C@H](CO)N1C[C@H](C)[C@@H](CN(C)C(=O)C2CC2)Oc2ncc(-c3ccccc3F)cc2C1=O,-2,-1,-2,2.0,-6,3,/,-0.2
Cc1cc(S(=O)(=O)N2CCCCC2)ccc1OCC(=O)N1CCCC1,-4,4,-2,-1.7,-17,-6,3,0.0
COc1ccc(S(=O)(=O)Nc2cccc3c2O[C@@H](CN(C)Cc2ccc(-c4ccccc4)cc2)[C@H](C)CN([C@H](C)CO)C3=O)cc1,22,-5,-1,-3.8,4,19,3,-0.1
Cc1nnc(SCC(=O)Nc2cc(S(=O)(=O)N3CCCC3)ccc2Cl)n1C1CC1,7,5,-1,-0.8,8,2,-10,0.0
Fc1cccc(Nc2ncnc3sccc23)c1,-7,9,-5,-1.1,-7,7,6,0.1
CCOC(=O)c1ccc(NC(=S)P(=O)(c2ccccc2)c2ccccc2)cc1,-6,-20,4,-3.4,/,/,/,0.2
COc1ccc2c(c1)c(CC(=O)Nc1cc(C)ccc1C)c(C)n2C(=O)c1ccc(Cl)cc1,/,-15,/,/,-2,-6,-2,-0.2
N#Cc1cccc(-c2ccc3c(c2)[C@@H]2[C@@H](CCN2C(=O)c2ccncc2)[C@@H](CO)N3)c1,-96,20,1,-1.6,-4,10,61*,0.0
Cc1cc(=O)[nH]c(NC(=O)Cc2ccccc2)n1,-5,5,-6,1.8,14,-4,-2,0.0
COc1cc2c(c3c1c(=O)c1ccccc1n3C)C=CC(C)(C)O2,1,-2,-36,-3.8,/,/,/,/
O=C(NCc1ccccc1)N1CCC(CO)(CCc2ccccc2)CC1,-6,-30,4,-1.5,-4,-4,-4,-0.1
CCOC(=O)N1CCC(N2CCN(S(=O)(=O)c3ccc(NC(C)=O)cc3)CC2)CC1,2,-2,-3,-0.8,-10,3,-4,/
C[C@@H]1CN([C@@H](C)CO)C(=O)c2cccc(NC(=O)C3CCOCC3)c2O[C@H]1CN(C)Cc1ccc(C(F)(F)F)cc1,12,4,-8,0.4,-7,3,-4,0.1
O=C1C=Cc2ccccc2/C1=C/c1[nH]c(=O)[nH]c1O,-48,-13,-1,0.0,2,-6,2,0.0
C[C@H](CO)N1C[C@H](C)[C@@H](CN(C)C(=O)c2ccccc2)OCCCC[C@H](C)Oc2ccc(NS(=O)(=O)c3ccc(F)cc3)cc2C1=O,-2,-18,-1,-2.1,-4,9,0,-0.7
CCC(=O)N[C@@H]1C=C[C@@H](CC(=O)NCc2ccccc2OC)O[C@H]1CO,12,1,-2,-1.0,-10,/,0,-0.4
O=C(c1ccccn1)N1CC2(C1)[C@H](c1ccccc1)[C@@H](CO)N2Cc1ccc(F)cc1,-13,3,-2,-3.6,/,/,/,0.0
C[C@H](CO)N1C[C@H](C)[C@H](CN(C)Cc2ccc(C(=O)O)cc2)Oc2c(NS(=O)(=O)c3ccc(F)cc3)cccc2C1=O,-1,24,1,-0.9,9,-11,-7,-0.3
COCc1c(C(=O)N/N=C/c2ccco2)nnn1-c1nonc1N,0,-13,-6,-0.8,10,0,0,-0.1
COc1ccc(S(=O)(=O)Nc2ccc3c(c2)C(=O)N([C@H](C)CO)C[C@H](C)[C@@H](CN(C)C(=O)NC(C)C)O3)cc1,-9,-2&24,-1,3.0&-5.0,0,0,-3&1,-0.2&0.0
C[C@@H]1CN([C@@H](C)CO)S(=O)(=O)c2ccc(C#Cc3ccncc3)cc2O[C@H]1CN(C)C(=O)C1CCC1,-13,-8,0,2.6,3,-1,4,0.3
Cc1ccc(C(NC(=O)c2ccccc2)C(Cl)Cl)cc1 (centres undefined),-8,10,3,1.0,8,-3,/,0.2
CCN1CCN(Cc2nc3c(c(=O)[nH]c(=O)n3C)n2Cc2ccccc2Cl)CC1,-13,3,2,3.4,-4,-1,-12,0.0
COc1cc(-c2nc(CCNC(=O)c3ccco3)cs2)cc(OC)c1OC,-5,15,0,-1.5,0,3,-1,0.0
Cc1cc(S(=O)(=O)N2CCOCC2)ccc1OCC(=O)NCCN1CCOCC1,-10,36,1,-1.4,5,-1,-5,0.0
CCCC(=O)c1ccc(N2CCN(C(=O)OCC)CC2)c(F)c1,-4,1,0,-0.2,3,-6,15,/
CCOc1ccc(NC(=O)c2cccc(-n3cccc3)c2)cc1S(=O)(=O)N1CCOCC1,-35,7,0,-2.9,5,7,10,0.0
COc1cccc(S(=O)(=O)N2CCCCN3[C@@H](CO)[C@H](c4ccc(C#CCC(C)C)cc4)[C@@H]3C2)c1,-26,34,-4,-0.9,?,0,-3,0.1
Cc1ccc(-c2nn(-c3ccc(F)cc3)cc2C(=O)NCC(c2cccs2)N2CCOCC2)cc1 (centres undefined),-4,-21,2,0.3,/,4,12,-0.2
O=C(COC(=O)c1cc2ccccc2oc1=O)Nc1ccc(F)cc1F,-12,-15,-1,0.1,-7,-6,46*,0.0
Cc1ccc(C(=O)O)cc1NC(=S)NCCc1ccccc1,-16,14,-1,-1.1,-7,-10,-8,-0.1
CCCC(=O)N1C[C@H]2[C@@H](c3ccccc31)[C@@H](CO)N2Cc1cocn1,/,2,/,-0.1,-7,-1,5,0.0
CC1CCN(S(=O)(=O)c2cc(C(=O)N3CCN(c4ncccn4)CC3)ccc2Br)CC1,/,-19,/,/,10,0,/,0.0
Cn1c(=O)c2c(nc(NN=C3CCCC3)n2C)n(C)c1=O,1,23,2,0.1,/,34,-14,0.0
CNS(=O)(=O)c1cc(NC(=O)CCNC(=O)c2ccco2)ccc1C,-5,6,-5,4.2,7,-11,-5,0.1
C[C@@H]1O[C@@H](OC[C@@H]2O[C@H](Oc3c(-c4ccc(O)cc4)oc4cc(O)cc(O)c4c3=O)[C@@H](O)[C@H](O)[C@H]2O)[C@H](O)[C@H](O)[C@H]1O,7,1,2,2.6,-4,-3,7,0.1
C[C@H](CO)N1C[C@H](C)[C@@H](CN(C)S(=O)(=O)c2cccc(F)c2)OCc2ccccc2-c2ccccc2C1=O,/,-15,/,-3.1,3,/,2,-0.7
Cc1ccccc1OCCOCCN1CCCCCC1,9,-4,12,/,/,/,/,0.5
Cn1nc(C(F)(F)F)c(-c2ccccc2)c1NC(=O)c1cccnc1,-1,/,0,1.0,/,-1,-1,-0.1
CC1(CN2CCCC2)CCC(NC(=O)C(c2ccccc2)c2ccccc2)C(C)(C)O1 (centres undefined),-12,21,0,0.4,/,/,/,0.2
CCOC(=O)N1CCN(C(=O)c2cc(OC)c(OC)c(OC)c2)CC1,-11,8,-2,0.8,-14,-7,-1,0.0
Cn1c(=O)c2c(nc(CN3CCc4ccccc4C3)n2Cc2ccc(F)cc2)n(C)c1=O,-38,-6,1,1.9,6,14,-21,/
O=c1c2nnn(-c3ccc(Cl)cc3)c2ncn1Cc1ccccn1,-6,16,-3,-0.9,/,-1,/,0.0
COc1ccccc1C(=O)Nc1ccc2[nH]ncc2c1,-7,6,-1,2.4,-8,-2,15,0.0
Cc1cc(C)c[n+](C[n+]2cc(C)cc(C)c2)c1,-15,-3,4,-2.0,/,-2,/,0.1
Cn1cnc(S(=O)(=O)N2CCCCN3[C@@H](CO)[C@@H](c4ccc(-c5ccccc5)cc4)[C@@H]3C2)c1,14,-5,-1,-4.8,0,-6,/,-0.1
Cc1noc(C)c1NC(=O)Nc1ccc2c(c1)C(=O)N([C@H](C)CO)C[C@H](C)[C@H](CN(C)C(=O)Nc1ccc(F)cc1)OCCCC[C@@H](C)O2,15,10,0,-0.6,1,0,-3,0.0
CCOc1ccc(C(=O)NCc2ccncc2)cc1,/,2,/,/,0,-8,3,/
# The list goes on.
SMILES,RAD52 anneal inh,GSIS activator,ERAP1 inh,F508del corr,RAD54 inh,ARNT TACC3 PPI,esBAF inh,XiGFP reactiv
CSc1nc(-c2ccc(Cl)cc2)c(C#N)c(=O)n1C,-9,-1,0,0.3,-5,0,-1,0.0
O=[N+]([O-])c1cc(Br)c(OCc2nnc(-c3ccccc3)o2)c(Br)c1,2,2,0,0.1,4,-2,2,0.8
CCOC(=O)CCCCCC(=O)Nc1ccc2c(c1)C(=O)N([C@@H](C)CO)C[C@@H](C)[C@H](CN(C)C(=O)c1ccncc1)OCCCC[C@H](C)O2,-15,-1&18,-1,-0.3,-5,/,-11,0.5&0.4
CN1c2ccc(-c3cccc(F)c3)cc2[C@@H]2[C@@H](CCN2C(=O)C2CCCC2)[C@@H]1CO,/,-31,/,-1.4,-3,9,2,0.1
Cc1ccc(S(=O)(=O)N[C@H]2C=C[C@H](CC(=O)NCCN3CCCCC3)O[C@H]2CO)cc1,-7,8,1,1.3,4,2,-3,-0.6
O=[N+]([O-])c1ccc(COc2ccc(CN3CCCC3)cc2)cc1,-10,-40,/,0.0,-2,-9,24,0.0
CCOC(=O)C1C(=O)C=C(/C=C/c2ccc(N(C)C)cc2)CC1c1ccccc1 (centres undefined),/,-13,/,/,/,-3,2,0.1
CCOC(=O)C1CCN(C(=O)C(CC)c2ccccc2)CC1 (centres undefined),-12,-5,8,1.4,/,0,/,0.0
CCCCn1c(SCC(=O)Nc2cc(C)on2)nc2c1c(=O)n(C)c(=O)n2C,/,40,/,/,10,-7,-7,/
CCOC(=O)c1cc(NC(=O)CCC(=O)O)ccc1N1CCCCC1,-6,-9,/,0.1,-10,-3,/,0.0

# Bioassay records from PubChem.
